Tau filament bind – binders of human tau filaments | 2% of 71,000 active | recombinant tau filaments, thioflavin S fluorescence, 15 h; filaments grown with octadecylsulfate alongside compound | P10636 | Potency, µM (highest dose often 57.1 µM), for inactives: top-dose activity change, negative = inhibition;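 note: potency is the fitted concentration of half-maximal effect; % is set by controls: 0 for no effect and ±100 for the full control effect; actives lower thioflavin S fluorescence by blocking filaments or displacing dye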
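ThS-based fibril read: tau 1 uM final, inducer ODS 30 uM final, 37 C for 15 h, ex 450/em 510 nm.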
BRCT PPI red – disrupts BRCA1 BRCT binding to phosphoprotein, red fluorophore readout; P38398; BRCT-phosphopeptide binding, red fluorescence polarization; Potency, µM (doses to about 76.9 µM), for inactives: top-dose activity change, negative = inhibition, actives largely listed as inhibitors; 0.03% of 75,000 active; note: % is set by controls: 0 for no effect and ±100 for the full control effect
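Rhodamine-labelled pBACH1 10-mer (100 nM) bound to BRCT domain (100 nM) at pH 7.3; compounds incubated 12 min room temperature, polarization read. Free peptide defines full inhibition; unlabelled decapeptide titrated as control.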
Rhodamine autofl – compound autofluorescence in rhodamine spectral region; Rhodamine-region fluorescence, 547/598 nm, Tris buffer; hits give high values; max dye-equivalent concentration, M; 0.05% of 59,000 active; AID 594; in the data active = max dye-equivalent concentration above about 11 nM; inconclusive = between about 1.1 nM and that limit
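qHTS spectral profiling of compounds without any target or enzyme present, in pH 8.0 Tris buffer; plates were read after a 15-minute room-temperature incubation using the rhodamine-region filter set.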
BRCT PPI green – blocks human BRCA1 BRCT binding to phosphopeptide, green readout; P38398; BRCA1 BRCT-phosphopeptide binding, green fluorescence polarization; Potency, µM (series often up to 76.9 µM), for inactives: top-dose activity change, negative = inhibition, actives largely listed as inhibitors; 0.05% of 75,000 active; AID 875;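 note: potency is the fitted concentration of half-maximal effect; plate controls were peptide without protein for full effect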
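Compounds were incubated for 12 min at room temperature with a complex of 100 nM fluorescein-tagged pBACH1 decapeptide and 250 nM His-tagged BRCT protein. Buffer was phosphate pH 7.3 with EDTA, DTT and Tween 20. Disruption of binding lowers the polarization signal.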
Casp7 inh – caspase-7 (human) inhibition, allosteric or competitive. recombinant caspase-7, Ac-DEVD-AFC fluorescence rate. Potency, µM (highest dose often 57.5 µM), for the others: at the top dose activity change, negative = inhibition, most hits filed as inhibitors. 0.02% of 75,000 active. AID 889; active = well fitted inhibition curve with a large enough effect in the main read-out, with a control signal flat, not every such curve was filed as active; inconclusive = small, poorly fitted or top-dose-only effect, or a change in a side signal; note: potency is the fitted concentration of half-maximal effect; % of control where 0% means no effect
15-hLO inh – inhibitors of human 15-lipoxygenase (ALOX15) | P16050 | purified 15hLO-1, xylenol orange hydroperoxide absorbance | Potency, µM (titrated, usually from 57.1 µM), inactives show top-dose activity change, negative = inhibition, hits mostly inhibitors | 1.4% of 74,000 active | AID 887; note: potency is the fitted concentration of half-maximal effect; % is set by controls: 0 for no effect and ±100 for the full control effect; nearly all actives have a fitted effect of over 55% in size
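Compounds were preincubated 15 min at room temperature with 40 nM purified human enzyme (25 mM Hepes pH 7.5, 0.01% Triton X-100); 50 uM arachidonic acid reacted 6 min. Fe-xylenol orange detection, 30 min, absorbance ratio 573/405 nm.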
HADH2 inhib – inhibitors of human HADH2 dehydrogenase | Q99714 | recombinant HADH2, NADH fluorescence, beta-hydroxybutyryl-CoA | Potency, µM (top dose mostly 57.1 µM), for the others: at the top dose activity change, negative = inhibition, usual class: inhibitors | 3.4% of 73,000 active | AID 886; note: potency is the fitted concentration of half-maximal effect; % is set by controls: 0 for no effect and ±100 for the full control effect; nearly all actives have a fitted effect of over 60% in size; many of its hits are not listed in these tables
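20 nM HADH2 + cpd, 15 min RT; add 1 mM NAD+/90 uM beta-hydroxybutyryl-CoA; kinetic fluorescence 360/450 nm, 4 min. Tris-HCl pH 9.0, 0.01% Tween-20.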
HEK293 cAMP ctrl – counter-screen for TSHR agonists: cAMP increase in parental HEK293 | parental HEK293 CNG cAMP sensor, membrane potential fluorescence | Potency, µM (doses to about 57.1 µM), without a hit: at the top dose activation, hits mostly activators | 2.5% of 73,000 active | AID 938; note: potency is the fitted concentration of half-maximal effect; % of control where 0% means no effect; nearly all actives have a fitted effect of over 55% in size
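Parental HEK 293 cells stably expressing a modified CNG channel (no TSHR) report cAMP rise as membrane depolarization. Membrane potential dye with 100 uM RO 20-1724 was loaded for 60 min at room temperature, then compound added for 30 min; fluorescence read at 590 nm.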
Pol III holo inh – inhibitors of bacterial DNA polymerase III holoenzyme; 0.25% of 71,000 active; reconstituted DNA polymerase III holoenzyme replication, biochemical; Potency, µM (series often up to 57.1 µM), inactives show at the highest dose activity change, negative = inhibition; note: potency is the fitted concentration of half-maximal effect; % is set by controls: 0 for no effect and ±100 for the full control effect
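Reconstituted *E. coli* holoenzyme (0.35 nM Pol III, 1 nM beta, 154 nM SSB, 2 nM primase) was preincubated with compound for 15 min at RT. Synthesis on 1.4 nM ssM13Gori ran 35 min, then was stopped with PicoGreen/EDTA and read as dsDNA fluorescence.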
Caspase-1 inhib – blocks human caspase-1 allosterically or competitively; Caspase-1 enzyme, Ac-WEHD-AFC fluorogenic rate; Potency, µM (series often up to 57.5 µM), inactives show at the highest dose activity change, negative = inhibition, most hits filed as inhibitors; 0.03% of 75,000 active; AID 900;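 note: potency is the fitted concentration of half-maximal effect; plate controls were vehicle for no effect and no substrate for full effect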
Target sequence (P29466 120-297 limits assumed): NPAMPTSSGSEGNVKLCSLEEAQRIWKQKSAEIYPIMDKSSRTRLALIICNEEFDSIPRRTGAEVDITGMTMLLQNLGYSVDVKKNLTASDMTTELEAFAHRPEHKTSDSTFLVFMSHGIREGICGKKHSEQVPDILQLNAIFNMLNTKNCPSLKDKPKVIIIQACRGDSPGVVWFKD
Target sequence (P29466 317-404 limits assumed): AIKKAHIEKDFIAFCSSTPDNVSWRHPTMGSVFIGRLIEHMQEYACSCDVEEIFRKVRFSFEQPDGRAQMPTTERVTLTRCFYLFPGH
USP2a inh – inhibitors of human ubiquitin-specific protease USP2a; 0.1% of 60,000 active; USP2a enzymatic assay, qHTS inhibition; O75604; AID 927; Potency, µM (titrated, usually from 38.3 µM), for the others: at the top dose activity change, negative = inhibition, usual class: inhibitors;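 note: potency is the fitted concentration of half-maximal effect; nearly all actives have a fitted effect of over 60% in size; plate controls were DMSO for no effect and NEM full inhibition control for full effect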
Target sequence (O75604 whole entry, looked up): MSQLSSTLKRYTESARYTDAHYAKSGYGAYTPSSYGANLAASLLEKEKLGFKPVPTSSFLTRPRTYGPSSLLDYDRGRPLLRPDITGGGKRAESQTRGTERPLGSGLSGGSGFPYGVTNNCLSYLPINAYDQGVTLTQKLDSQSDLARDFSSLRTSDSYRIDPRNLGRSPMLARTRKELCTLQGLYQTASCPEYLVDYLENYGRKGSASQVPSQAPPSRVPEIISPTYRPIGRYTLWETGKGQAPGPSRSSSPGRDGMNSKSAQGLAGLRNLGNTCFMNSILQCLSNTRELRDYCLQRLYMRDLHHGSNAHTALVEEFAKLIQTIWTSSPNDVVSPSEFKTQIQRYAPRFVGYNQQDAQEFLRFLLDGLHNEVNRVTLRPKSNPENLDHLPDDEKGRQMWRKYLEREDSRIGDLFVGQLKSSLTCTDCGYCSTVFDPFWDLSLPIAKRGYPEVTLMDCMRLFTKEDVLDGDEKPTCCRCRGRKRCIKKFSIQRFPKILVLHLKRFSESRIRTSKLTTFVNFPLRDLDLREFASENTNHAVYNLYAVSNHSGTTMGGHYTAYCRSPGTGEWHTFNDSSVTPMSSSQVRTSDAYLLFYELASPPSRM
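Inhibition is measured in a cell-free coupled assay with 20 nM USP2 core, 20 nM Ub-PLA2 and 20 uM NBD C6-HPC, 2.5 h incubation. Activity normalized to NEM control.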
* marks the source's active call; other numbers are inactive results; i = inactive; ? = inconclusive; / = no result given; [ ] = another dose, or the depositor's remark. Unless noted, calls come from the whole dose curve; as a rule, active = well fitted curve in the direction sought with a large enough effect; inconclusive = small, poorly fitted or top-dose-only effect, or another doubt; inactive = no such curve, though single readings can be large; an effect the other way counts as inactive or inconclusive. These rows are one share of the data; rates above refer to the full screens.

SMILES	Tau filament bind	BRCT PPI red	Rhodamine autofl	BRCT PPI green	Casp7 inh	15-hLO inh	HADH2 inhib	HEK293 cAMP ctrl	Pol III holo inh	Caspase-1 inhib	USP2a inh
COc1ccc(NC(=O)Nc2ccc3c(c2)N(C)C(=O)CS3)cc1OC	20µM*	-2.9%	/	-2.3%	-1%	-24%	-2%	-2%	-5%	1%	/
O=c1[nH]cc(CS(=O)(=O)Cc2c[nH]c(=O)[nH]c2=O)c(=O)[nH]1	0%[11.4 µM]	0.8%[15.4 µM]	i	0.0%[15.4 µM]	4%[11.5 µM]	8%[11.4 µM]	3%[11.4 µM]	-4%[11.4 µM]	-2%[11.4 µM]	-3%[11.5 µM]	/
Cc1occc1C(=O)NCc1cccc(CNC(=O)c2ccoc2C)c1	0%	0.8%	i	0.2%	-8%	-23%	-76%	4%	-7%	-1%	11%
COc1cc(NS(C)(=O)=O)c(OC)cc1NC(=O)c1ccccc1	16µM*	1.2%	i	0.0%	-2%	2%	-7%	29%	-8%	-1%	0%
Cc1nn(-c2ccccc2)c(C)c1C(=O)OCC(=O)c1c(N)n(CC(C)C)c(=O)n(C)c1=O	7%	-1.1%	i	1.8%	-1%	9%	3%	16µM*	-1%	-3%	25%
COc1ccc(-n2c(Cc3cccn3C)nnc2SCC(N)=O)cc1	14%	-0.4%	/	-0.5%	-3%	-9%	-12%	22%	-6%	-4%	/
COc1ccc(Cn2nnnc2C(c2ccncc2)N2CCOCC2)cc1 (stereo not drawn)	-12%	-2.1%	i	-0.9%	3%	-2%	4%	16%	-3%	-2%	-5%
Cc1ccc(Cn2c(SCC(=O)NCc3ccco3)nc3ccsc3c2=O)cc1	120%	-0.4%	i	-3.7%	-3%	-4%	-2%	?	-6%	-3%	21%
O=C(O)C=C1C2CC3CC(C2)CC1C3	-4%[11.4 µM]	-1.1%	/	-0.9%	-1%	2%[11.4 µM]	-1%[11.4 µM]	1%[11.4 µM]	-2%[11.4 µM]	0%	1%[7.66 µM]
Cc1ccccc1N1OC2C(=O)N(c3ccc(F)cc3)C(=O)C2C1c1ccccn1 (stereo not drawn)	-1%	1.1%	i	-3.3%	0%	18%	-4%	20µM*	1%	-3%	6%
Cc1occc1-c1nnc(SCC(=O)Nc2nccs2)n1Cc1ccco1	5%	-1.9%	i	0.8%	-2%	-1%	-7%	?	0%	-2%	9%
COC(=O)[C@@]1(Cc2ccc(F)cc2)[C@H]2c3cc(C(=O)N(C)C)n(Cc4ccsc4Br)c3C[C@H]2CN1C(=O)c1ccccc1	37%	-1.7%	/	-0.2%	-7%	/	16%	4µM*	0%	-1%	/
O=Nc1ccc(NO)cc1	-29%	-1.1%	/	-2.6%	-1%	-3%	?	15%	-13%	-2%	/
CCOC(=O)c1cccc(Nc2nc(C)cc(C)n2)c1	-2%	0.0%	i	-2.4%	-1%	4%	-1%	1%	-10%	0%	12%
Cn1cccc1C(=O)N1CCC2(CC1)CN(C(c1ccccc1)c1ccccc1)C2	2%	-0.5%	i	-3.1%	-1%	-12%	-14%	?	-4%	-4%	65%[activator]
CCCn1c(C)nc2c(NCCCN3CCCCC3C)nc(C)nc21 (stereo not drawn)	6%	-0.9%	/	-2.0%	0%	-6%	5%	16%	-2%	0%	/
Cc1cc(OCC(=O)NCCCN(C)C)cc(C)c1Br	-7%	0.7%	/	1.2%	-1%	-8%	-15%	?	-5%	-2%	-2%
O=C(NCc1ccccn1)c1cnc2sccn2c1=O	-1%	-0.4%	i	-3.0%	0%	13%	?	2%	-11%	-2%	1%
O=C(CCS(=O)(=O)c1cc(Br)cc2c1N(C(=O)C1CC1)CC2)NCc1ccco1	10%	-0.2%	i	0.7%	-3%	-10%	-12%	7%	-5%	1%	7%
CCCCCCCCCC[Si](C)(C)CCC(=O)N[C@@H](Cc1ccc(C)cc1)c1ccccc1	-1%	-2.0%	i	0.8%	1%	3%	10%	-5%	1%	1%	-2%
O=C(c1ccco1)N1CCC[C@@]2(CCN(C(c3ccccc3)c3ccccc3)C2)C1	11%	-1.9%	i	-0.6%	-3%	-23%	0%	16µM*	-5%	-3%	151%[activator]
CCOc1ccccc1NC(=O)CSc1nccn1-c1ccccc1	11%	0.0%	i	-0.4%	2%	-2%	1%	?	-6%	0%	0%
NC(=O)C1CCCN(C(=O)c2ccc(Cl)cc2)C1 (stereo not drawn)	9%	1.0%	i	-2.0%	0%	-4%	?	3%	2%	2%	-5%
O=C(Nc1ccccc1C(F)(F)F)c1cc(-c2ccc(O)cc2)on1	10%	-2.2%	i	-0.5%	-1%	-19%	-7%	1%	-3%	-2%	5%
Nn1c(Cc2cccc3ccccc23)nnc1SC1CCOC1=O (stereo not drawn)	0%	0.5%	i	-0.9%	-3%	2%	-28%	1%	-5%	0%	-3%
COc1nc(Cl)nc(Cl)c1Cl (tested in a mixture with another compound)	2%[11.4 µM]	-0.4%[15.4 µM]	i	-0.4%[15.4 µM]	-2%[11.5 µM]	-3%[11.4 µM]	12%[11.4 µM]	4%[11.4 µM]	-6%[11.4 µM]	1%[11.5 µM]	/
COC(=O)c1cc(Cl)c(NC(=O)c2ccco2)cc1OC	10%	-1.3%	i	-3.1%	2%	-1%	11%	25%	-10%	1%	10%
COc1ccc(N(CC(=O)NC(C)(C)C)C(=O)c2ccco2)cc1	-9%	-2.5%	i	-1.5%	3%	3%	2%	9%	-3%	1%	/
O=C1COC(c2ccccc2O)=NN1CCCN1CCCC1	2%[11.4 µM]	-0.8%[15.4 µM]	i	-0.7%[15.4 µM]	0%[11.5 µM]	4%[11.4 µM]	3%[11.4 µM]	1%[11.4 µM]	-11%[11.4 µM]	-13%[11.5 µM]	/
Cc1cc(OCCCCCNCCO)ccc1Cl	/	0.9%	/	-3.2%	-2%	-1%	0%	-19%	/	-2%	/
CN1CC[C@@]2(CCCN(S(=O)(=O)c3ccccc3)C2)C1	8%	-5.2%	i	-0.7%	0%	-26%	-7%	?	-8%	-1%	-6%
Cn1c(=O)c2c(nc(N3CCN(Cc4ccccc4)CC3)n2CCSc2ncccn2)n(C)c1=O	-11%	-0.5%	/	-1.3%	3%	?	345%[activator]	-1%	2%	-11%	/
O=C(CN1C(=O)COc2ccccc21)N(Cc1cccnc1)Cc1cccc(F)c1	-1%	-0.2%	i	0.0%	0%	9%	1%	16µM*	-4%	0%	37%[activator]
Cn1c(SCc2ccccn2)nnc1-c1ccncc1	-9%	1.1%	i	-2.6%	1%	9%	-4%	?	-2%	-1%	/
C=CCN(CC=C)C(=O)C1CC(=O)N(c2ccc(Br)cc2)C1 (stereo not drawn)	18%	-0.8%	/	-1.8%	-2%	-24%	5%	20%	-6%	-3%	3%
CCC(c1nnnn1Cc1ccco1)N(Cc1ccccc1OC)Cc1cc2cc(C)ccc2[nH]c1=O (stereo not drawn)	28%	0.7%	i	1.1%	-11%	-28%	-1%	?	-4%	-13%	/
COc1cccc(C2=NOC(C(=O)NC(C)C)C2)c1 (stereo not drawn)	0%	0.9%	i	-0.7%	-2%	-3%	7%	13%	2%	4%	2%
N#C/C(=C1/CCCCCN1)c1nc2ccccc2[nH]1	30%	-0.3%	i	0.9%	-1%	-7%	-10%	-25%	-1%	-2%	-7%
COc1ccc(S(=O)(=O)c2ccc(OC)c(OC)c2)cc1OC	-7%	-0.1%	i	0.7%	1%	-9%	7%	?	-4%	-2%	/

Random excerpt: 5 entries already listed, in no set order.
SMILES	Tau filament bind	BRCT PPI red	Rhodamine autofl	BRCT PPI green	Casp7 inh	15-hLO inh	HADH2 inhib	HEK293 cAMP ctrl	Pol III holo inh	Caspase-1 inhib	USP2a inh
COC(=O)c1cc(Cl)c(NC(=O)c2ccco2)cc1OC	10%	-1.3%	i	-3.1%	2%	-1%	11%	25%	-10%	1%	10%
O=C(Nc1ccccc1C(F)(F)F)c1cc(-c2ccc(O)cc2)on1	10%	-2.2%	i	-0.5%	-1%	-19%	-7%	1%	-3%	-2%	5%
Cn1c(=O)c2c(nc(N3CCN(Cc4ccccc4)CC3)n2CCSc2ncccn2)n(C)c1=O	-11%	-0.5%	/	-1.3%	3%	?	345%[activator]	-1%	2%	-11%	/
CCC(c1nnnn1Cc1ccco1)N(Cc1ccccc1OC)Cc1cc2cc(C)ccc2[nH]c1=O (stereo not drawn)	28%	0.7%	i	1.1%	-11%	-28%	-1%	?	-4%	-13%	/
Cc1cc(OCCCCCNCCO)ccc1Cl	/	0.9%	/	-3.2%	-2%	-1%	0%	-19%	/	-2%	/
